PfG6PD inh – PfG6PD (Plasmodium falciparum) enzyme inhibition; inhibition, % at 20 µM; AID 504690; PfGluPho enzyme, NADPH resazurin-diaphorase fluorescence; actives 0.78% (n = 350,000);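 active = inhibition reaching at least a set limit at 20 µM in the primary screen, cut at about 59% in these data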;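 note: 0% = DMSO wells with substrate and 100% = DMSO wells lacking glucose-6-phosphate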
GRIN3A LBD mod – modulators (binders) of human NR3A ligand-binding domain; NR3A LBD differential scanning fluorimetry, Tm shift; 0% = protein alone, 100% = glycine-bound protein; Tm shift relative to glycine control, % at 25 µM; actives 2.5% (n = 340,000); AID 1259313;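 active = melting temperature shift of at least 10% of the positive control shift, at one fixed dose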
SENP7 inh – blocks the human protease SENP7; Q9BQF6; recombinant SENP7, Z-RLRGG-aminoluciferin luminescence, 40 min; inhibition, % at 5 µM; actives 1.5% (n = 330,000); AID 434973;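 active = inhibition above about 50% at the single test dose, limit read from the data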;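 note: plate controls were DMSO with enzyme for no effect and no enzyme buffer wells for full effect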
Target sequence (Q9BQF6 706-1050 limits assumed): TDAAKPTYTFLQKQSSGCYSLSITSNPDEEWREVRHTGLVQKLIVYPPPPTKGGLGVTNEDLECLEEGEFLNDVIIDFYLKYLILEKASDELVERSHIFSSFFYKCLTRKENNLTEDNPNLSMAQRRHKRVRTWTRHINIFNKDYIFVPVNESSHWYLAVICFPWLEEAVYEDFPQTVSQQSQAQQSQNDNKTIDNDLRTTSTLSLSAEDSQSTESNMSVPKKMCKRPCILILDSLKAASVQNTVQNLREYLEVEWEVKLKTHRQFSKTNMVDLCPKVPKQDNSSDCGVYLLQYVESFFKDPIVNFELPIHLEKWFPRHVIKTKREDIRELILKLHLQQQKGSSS
SENP6 block – SENP6 protease inhibition | Q9GZR1 | Recombinant SENP6 catalytic domain, aminoluciferin luminescence | inhibition, % at 10 µM | actives 1.8% (n = 330,000) | AID 2599;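 active = inhibition above about 50% at the single tested dose, limit read from the data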;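 note: plate controls were DMSO wells with enzyme for no effect and DMSO wells lacking enzyme for full effect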
MPTP block – inhibitors of mitochondrial permeability transition pore | isolated mouse mitochondria, Ca2+ swelling absorbance, 30 min | inhibition, % at 10 µM | actives 1.4% (n = 360,000) | AID 602449;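 active = inhibition of 50% or more, scaled per plate between neutral and stimulator controls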;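 note: 0% = DMSO wells given calcium and 100% = 1 mM EGTA wells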
SENP8 inh – blocks human SENP8 cleavage of Nedd8 substrate. recombinant SENP8, Nedd8 substrate fluorescence. AID 602440. inhibition, % at 20 µM. Q96LD8. actives 0.64% (n = 360,000); in the data active = inhibition mostly above about 40%, no sharp cut-off; inactive = mostly below about 27%
Target sequence (Q96LD8 whole entry, looked up): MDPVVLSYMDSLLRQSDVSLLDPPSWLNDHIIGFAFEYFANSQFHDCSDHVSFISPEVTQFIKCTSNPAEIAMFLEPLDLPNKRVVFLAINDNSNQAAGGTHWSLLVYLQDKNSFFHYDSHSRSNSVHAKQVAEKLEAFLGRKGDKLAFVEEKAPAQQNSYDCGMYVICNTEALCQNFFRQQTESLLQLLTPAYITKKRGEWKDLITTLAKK
HKDC1 inhibitor – HKDC1 (human) hexokinase inhibition; Q2TB90; recombinant HKDC1, G6PDH/diaphorase resazurin coupled fluorescence; inhibition, % at 20 µM; actives 0.16% (n = 340,000);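 active = inhibition above about 35% when tested at 20 µM, limit read from the data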;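 note: plate controls were DMSO wells with enzyme for no effect and DMSO wells lacking enzyme for full effect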
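Assay system: in-house recombinant HK5 (HKDC1) enzyme. Input: HKDC1 at 5 µg/mL. Medium: Tris pH 8.0 buffer with MgCl2, Tween-20, BSA, BME. Dosing: single 20 µM dose. Schedule: 90 min reaction incubation at room temperature, dark. Signal: resazurin-to-resorufin fluorescence via G6PDH and diaphorase coupling, 525/613 nm. Controls: DMSO-enzyme wells negative, buffer-substituted wells positive.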
ATG4B inhibitor – ATG4B (human) cysteine protease inhibition; inhibition, % at 8.33 µM; Q9Y4P1; ATG4B cleavage of LC3-PLA2, NBD-HPC fluorescence, 1 h; actives 0.51% (n = 340,000); in the data active = inhibition above about 40%
Target sequence (Q9Y4P1 whole entry, looked up): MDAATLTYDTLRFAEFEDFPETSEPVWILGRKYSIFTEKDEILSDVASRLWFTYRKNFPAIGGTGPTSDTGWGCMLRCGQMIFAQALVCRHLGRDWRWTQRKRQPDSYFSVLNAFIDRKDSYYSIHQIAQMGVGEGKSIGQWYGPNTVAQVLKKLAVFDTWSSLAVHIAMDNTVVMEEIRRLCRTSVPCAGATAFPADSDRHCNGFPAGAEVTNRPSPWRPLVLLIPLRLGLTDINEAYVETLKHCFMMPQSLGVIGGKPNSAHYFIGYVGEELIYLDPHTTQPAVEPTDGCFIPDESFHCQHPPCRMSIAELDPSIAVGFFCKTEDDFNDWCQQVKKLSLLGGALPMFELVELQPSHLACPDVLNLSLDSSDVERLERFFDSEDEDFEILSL
The depositor's hits bear a star; x = not tested or not shown. The order is random; any-hit rate near 6.9%.

Start of the data: the first nine records, ahead of the listing:
1	CCOc1ccccc1N1CCN(C(=O)c2csc(C)c2CC)CC1
2	CC(C)(C)S(=O)N1Cc2cc(CO)cc(CCO)c2[C@@H]1CCO (some centres undefined)
3	CC([NH2+][O-])C(C)(C)NO (centres undefined)
4	O=C(OCC(=O)c1c[nH]c2ccccc12)c1ccc([N+](=O)[O-])s1
5	Cc1ccc(-c2nn(-c3ccccc3)cc2/C=C/C(=O)O)o1
6	Nn1c(SCC(=O)Nc2ccc(F)cc2)nnc1-c1ccccn1
7	Cc1cccc(NC(=O)c2cnc3ccccn3c2=O)c1
8	O=C(CCOc1ccccc1)Nc1ccc(S(=O)(=O)Nc2ncccn2)cc1
9	COc1ccc(Nc2cc(Cl)ccc2C(=O)O)cn1
Screen / compound no.	1	2	3	4	5	6	7	8	9
PfG6PD inh	1	13	2	19	-6	-3	-7	-24	-10
GRIN3A LBD mod	-2	-3	0	10	0	-1	5	-1	5
SENP7 inh	-2	x	7	9	13	-4	67*	-14	-2
SENP6 block	6	x	-2	24	-28	-25	81*	-29	17
MPTP block	0.3	1.3	0.6	-0.3	-1.9	0.6	0.5	-0.1	1.6
SENP8 inh	6	11	27	12	-403	4	-42	12	13
HKDC1 inhibitor	-2	-7	2	4	1	-6	-1	-2	5
ATG4B inhibitor	5	-6	2	-32	-2	3	-2	5	-3

The listing, previewed entries included:
1	CCOc1ccccc1N1CCN(C(=O)c2csc(C)c2CC)CC1
2	CC(C)(C)S(=O)N1Cc2cc(CO)cc(CCO)c2[C@@H]1CCO (some centres undefined)
3	CC([NH2+][O-])C(C)(C)NO (centres undefined)
4	O=C(OCC(=O)c1c[nH]c2ccccc12)c1ccc([N+](=O)[O-])s1
5	Cc1ccc(-c2nn(-c3ccccc3)cc2/C=C/C(=O)O)o1
6	Nn1c(SCC(=O)Nc2ccc(F)cc2)nnc1-c1ccccn1
7	Cc1cccc(NC(=O)c2cnc3ccccn3c2=O)c1
8	O=C(CCOc1ccccc1)Nc1ccc(S(=O)(=O)Nc2ncccn2)cc1
Screen / compound no.	1	2	3	4	5	6	7	8
PfG6PD inh	1	13	2	19	-6	-3	-7	-24
GRIN3A LBD mod	-2	-3	0	10	0	-1	5	-1
SENP7 inh	-2	x	7	9	13	-4	67*	-14
SENP6 block	6	x	-2	24	-28	-25	81*	-29
MPTP block	0.3	1.3	0.6	-0.3	-1.9	0.6	0.5	-0.1
SENP8 inh	6	11	27	12	-403	4	-42	12
HKDC1 inhibitor	-2	-7	2	4	1	-6	-1	-2
ATG4B inhibitor	5	-6	2	-32	-2	3	-2	5

9	COc1ccc(Nc2cc(Cl)ccc2C(=O)O)cn1
10	N#Cc1c(SCC(=O)Nc2ccc(Cl)cc2Cl)sc2c(O)cc(=O)[nH]c12
11	Cn1c(C(O)c2ccc3c(c2)OCO3)nc2ccccc21 (centres undefined)
12	Cc1c(Br)c([N+](=O)[O-])nn1C(C)C(=O)N1CCc2ccccc2C1 (centres undefined)
13	Cc1ccc(C(=O)Nc2cc3c(oc2=O)CCCC3=O)cc1
14	COc1cccc(C(=O)OCc2ccccc2C#N)c1O
15	CCOC(=O)c1ccccc1NC(=O)c1cc2sccc2n1C
16	Nc1nc(Nc2cccc(Cl)c2)n[nH]1
Screen / compound no.	9	10	11	12	13	14	15	16
PfG6PD inh	-10	-9	-14	5	-6	21	25	-6
GRIN3A LBD mod	5	-4	-1	1	2	1	0	1
SENP7 inh	-2	3	1	-5	-4	-6	14	3
SENP6 block	17	14	-4	12	2	-29	5	12
MPTP block	1.6	-2.1	2.3	-2.3	0.7	-1.1	6.0	0.6
SENP8 inh	13	-30	17	4	9	7	-344	16
HKDC1 inhibitor	5	2	-2	-5	2	0	2	-4
ATG4B inhibitor	-3	2	6	-1	6	1	-3	2

17	CNc1csc(C)c(C)c1=O
18	CSc1ccccc1OCc1cc(C(=O)NC2CCOC(C)(C)C2)no1 (centres undefined)
19	COc1cc(NC(=O)c2cc([N+](=O)[O-])ccc2NC(=O)CN2CCN(c3ccccn3)CC2)cc(OC)c1
20	Cc1c(CN2CCC(CO)(CCOc3ccccc3)CC2)[nH]c2ccc(Cl)cc12
21	Cc1c(OCC(=O)N(C)C)ccc2c(-c3ccccc3)cc(=O)oc12
22	O=C(c1nn2c(C(F)(F)F)cc(-c3ccccc3)nc2c1Cl)N1CCOCC1
23	Cc1ccc(S(=O)(=O)Nc2nncs2)cc1
24	COc1ccc2nc(NC(C)=O)sc2c1
Screen / compound no.	17	18	19	20	21	22	23	24
PfG6PD inh	12	-5	17	9	1	10	4	4
GRIN3A LBD mod	0	0	-8	7	0	2	2	1
SENP7 inh	16	-3	-7	-4	2	0	-10	31
SENP6 block	-10	-3	2	-9	11	-6	-8	-5
MPTP block	0.0	1.3	0.1	5.1	1.8	2.9	-0.2	-2.2
SENP8 inh	4	-2	4	-39	-39	-5	11	28
HKDC1 inhibitor	-3	-2	0	-4	-1	-3	-5	-5
ATG4B inhibitor	-1	-1	-7	13	-5	-5	-11	-8

25	CCN(C(=O)c1cccs1)C1CCS(=O)(=O)C1 (centres undefined)
26	Cc1cc(=O)oc2cc(NC(=S)NCc3cccnc3)ccc12
27	COc1cc2c(cc1OC)CN(S(=O)(=O)/C=C/c1ccccc1)CC2
28	Cn1c(=O)n(CCOc2ccc([N+](=O)[O-])cc2)c2ccccc21
29	O=C(Nc1cc(S(=O)(=O)N2CCOCC2)ccc1N1CCCC1)c1ccc(Cl)cc1
30	OCCN=Cc1c(O)[nH]c2ccccc12
31	Cc1ccc(OC(=O)CCC(=O)Nc2ccc(Br)cc2)cc1
32	COc1ccccc1C(=O)NC(=O)OCCn1c(C)cnc1[N+](=O)[O-]
Screen / compound no.	25	26	27	28	29	30	31	32
PfG6PD inh	-1	-2	7	-5	60*	-8	-5	-6
GRIN3A LBD mod	1	0	-8	2	1	2	0	0
SENP7 inh	6	2	-11	3	-7	15	3	-15
SENP6 block	-1	0	-23	6	-10	-8	3	-2
MPTP block	-1.7	-1.4	0.0	-0.2	-2.4	-2.2	-0.1	-1.0
SENP8 inh	9	-412	-4	23	-29	15	12	10
HKDC1 inhibitor	-3	-9	-3	-2	-6	-6	-8	0
ATG4B inhibitor	2	-7	-5	2	-3	-3	-8	-7

33	Cn1c2c(c(=O)n(C)c1=O)C(C(F)(F)F)(C(F)(F)F)N=C(c1ccccc1Cl)N2
34	O=C(Nc1ccc([N+](=O)[O-])cc1)N1CCCCC1
35	CCCCNC(=O)c1ccccc1C(=O)NC1(C(=O)NCCCC)CCCC1
36	COc1ccc(OC(C)C(=O)N2CCC(C)CC2)cc1 (centres undefined)
37	CCCCCCc1nnc(N)s1
38	CCN(CC)C(=O)c1ccccc1NS(C)(=O)=O
39	CCc1ccc(-c2ccc(C(=O)O)c(C)n2)cc1
40	COc1cc2c(cc1OC)CN(C(=O)C1(c3ccccc3)CC1)CC2
Screen / compound no.	33	34	35	36	37	38	39	40
PfG6PD inh	-3	4	-10	-17	-3	3	-19	0
GRIN3A LBD mod	1	-2	0	0	2	-3	2	1
SENP7 inh	-8	4	x	0	2	-2	28	11
SENP6 block	-10	-8	x	-13	2	-13	42	2
MPTP block	4.6	94*	-2.0	-0.4	-3.5	-0.5	11	1.6
SENP8 inh	-12	28	23	13	13	5	22	-9
HKDC1 inhibitor	3	-7	-2	-1	-1	-6	16	0
ATG4B inhibitor	-18	5	-6	-3	1	-8	5	-9

41	Cc1ccc(NC(=O)COC(=O)c2ccn(C)n2)cc1
42	O=C(NCCc1ccccc1)C1CCN(S(=O)(=O)c2cccnc2)CC1
43	C=CCN(CC=C)Cc1ccc(C(=O)OC)o1
44	O=C(N/N=C/c1ccc(Br)o1)c1ccc2c(c1)OCCO2
45	Cc1nnc(Nc2ccc3c(c2)ncn3C)c2ccccc12
46	COc1ccccc1CN1CC(C(=O)NCc2nc3ccccc3n2C)CCC1=O (centres undefined)
47	Cc1nnc(CN(C)C(=O)CC2C(=O)NCCN2Cc2ccccc2C)o1 (centres undefined)
48	CCCOc1ccc(CN(CCO)CCO)cc1[N+](=O)[O-]
Screen / compound no.	41	42	43	44	45	46	47	48
PfG6PD inh	12	6	-4	-12	0	13	-2	5
GRIN3A LBD mod	1	0	0	4	1	5	0	1
SENP7 inh	-7	2	-11	2	9	-6	10	5
SENP6 block	-6	3	-26	-4	-24	3	-15	0
MPTP block	-0.1	-1.2	2.1	-1.9	1.0	-1.8	-1.1	0.5
SENP8 inh	16	2	14	4	-2	-12	-7	21
HKDC1 inhibitor	-16	-6	-2	2	-1	-1	-4	-7
ATG4B inhibitor	2	-12	0	1	-3	9	2	-4

49	O=c1[nH]c(Nc2ccc3c(c2)OCCO3)nnc1Cc1ccc(Cl)cc1
50	CCOc1ccc(C(=O)NCC(=O)NCC(c2cccs2)N2CCOCC2)cc1 (centres undefined)
51	NC(=O)CSc1nnc(C2CC2)n1-c1ccccc1
52	Cc1ccc(C(=O)NCC(=O)OCC(=O)N2CCCc3ccccc32)cc1
53	Cc1sc2nc3c(C(=O)N4CCCC4)cc(C(=O)c4ccccc4O)cn3c(=O)c2c1C
54	O=C(CSc1ccc([N+](=O)[O-])cn1)Nc1ccccc1N1CCOCC1
55	O=C(COC(=O)C1CC1)Nc1ccc2[nH]c(=O)[nH]c2c1
56	CCN1CCN(Cc2c(O)ccc3c(C)cc(=O)oc23)CC1
Screen / compound no.	49	50	51	52	53	54	55	56
PfG6PD inh	0	9	-17	-19	27	-1	16	-4
GRIN3A LBD mod	-8	1	1	-3	-1	1	0	1
SENP7 inh	3	-8	6	2	-7	-3	-1	3
SENP6 block	-30	-18	-9	-15	-13	5	-10	21
MPTP block	-0.9	-1.2	3.8	-0.9	-2.2	-1.3	0.3	-0.9
SENP8 inh	18	12	9	55*	7	11	-2	-288
HKDC1 inhibitor	-13	-5	-4	1	1	-1	-3	-5
ATG4B inhibitor	-5	-3	-2	5	-1	1	1	7

57	COc1ccc(-c2c(NC(=O)C(C)C)n(C)c3ccccc3c2=O)cc1
58	Cc1cccc(N(C(=O)CS(=O)CC(=O)Nc2ccc3c(c2)OCO3)C(C)C(=O)NC2CCCC2)c1C (centres undefined)
59	N#CCc1ccc(NC(=O)c2ccc(S(=O)(=O)N3CCCC3)cc2)cc1
60	CCN(CC)CCCn1c(=S)[nH]c2ncccc2c1=O
61	Cn1cccc1CNC(=S)Nc1ccccc1Cl
62	O=c1[nH]c(=S)[nH]c2nc(-c3ccccc3)cnc12
63	COc1ccc(CN(Cc2cccnc2)S(=O)(=O)c2ccc(-n3cnnn3)c(C)c2)cc1OC
64	COC(=O)c1cc(S(=O)(=O)NCC2CCN(CCc3ccc(OC)cc3)CC2)cn1C
65	Cc1ccccc1NC1(C#N)C(=O)Nc2ccccc21 (centres undefined)
66	COCCOc1ccc(C(F)(F)F)cc1NC(=O)c1ccccc1
Screen / compound no.	57	58	59	60	61	62	63	64	65	66
PfG6PD inh	-1	19	-15	13	2	-10	0	4	26	1
GRIN3A LBD mod	-2	0	1	0	0	0	1	1	1	1
SENP7 inh	-4	2	0	-5	-8	8	-12	1	2	9
SENP6 block	-4	-4	-18	4	-16	-28	-12	17	0	4
MPTP block	-0.5	0.8	-0.8	-1.8	0.6	-0.3	-0.6	-0.9	0.3	15
SENP8 inh	-289	32	16	-45	40*	-26	7	16	14	12
HKDC1 inhibitor	-12	-4	-5	0	1	-1	-4	-8	0	-2
ATG4B inhibitor	3	-12	-6	0	6	-2	7	-2	-3	0

Source: PubChem BioAssay
